TLR4-MyD88 BLA: blocks binding of human TLR4 to MyD88 | inhibition, % at 8.4 µM | hit rate 0.18% among 200,000 | HeLa CL3-4 TLR4/MyD88 BLA complementation, FRET ratio | O00206+Q99836; in the data active = inhibition above about 25%;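 note: 0% = vehicle and 100% = reference inhibitor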
Target sequence (O00206 whole entry, looked up): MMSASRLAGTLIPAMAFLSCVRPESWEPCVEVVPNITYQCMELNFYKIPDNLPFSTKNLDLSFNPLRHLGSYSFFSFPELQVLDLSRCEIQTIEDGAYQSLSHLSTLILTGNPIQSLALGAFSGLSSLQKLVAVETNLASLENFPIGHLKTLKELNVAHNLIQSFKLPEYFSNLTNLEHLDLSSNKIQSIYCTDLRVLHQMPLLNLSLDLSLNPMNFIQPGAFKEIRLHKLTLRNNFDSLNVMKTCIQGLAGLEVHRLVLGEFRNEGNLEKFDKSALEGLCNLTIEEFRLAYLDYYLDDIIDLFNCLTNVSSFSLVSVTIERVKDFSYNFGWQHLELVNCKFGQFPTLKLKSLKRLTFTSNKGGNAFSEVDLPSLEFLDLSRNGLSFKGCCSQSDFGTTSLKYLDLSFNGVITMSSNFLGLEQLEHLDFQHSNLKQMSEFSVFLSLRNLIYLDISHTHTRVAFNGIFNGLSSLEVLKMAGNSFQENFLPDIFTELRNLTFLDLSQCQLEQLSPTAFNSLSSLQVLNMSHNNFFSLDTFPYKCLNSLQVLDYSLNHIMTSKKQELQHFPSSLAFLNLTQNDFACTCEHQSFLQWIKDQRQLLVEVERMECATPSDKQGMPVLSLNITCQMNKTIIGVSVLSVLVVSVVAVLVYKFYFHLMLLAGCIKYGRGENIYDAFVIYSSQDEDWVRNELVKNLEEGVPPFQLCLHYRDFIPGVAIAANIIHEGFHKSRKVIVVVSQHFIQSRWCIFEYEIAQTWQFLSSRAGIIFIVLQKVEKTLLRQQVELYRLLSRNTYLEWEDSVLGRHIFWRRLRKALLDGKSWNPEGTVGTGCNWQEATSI
Target sequence (Q99836 whole entry, looked up): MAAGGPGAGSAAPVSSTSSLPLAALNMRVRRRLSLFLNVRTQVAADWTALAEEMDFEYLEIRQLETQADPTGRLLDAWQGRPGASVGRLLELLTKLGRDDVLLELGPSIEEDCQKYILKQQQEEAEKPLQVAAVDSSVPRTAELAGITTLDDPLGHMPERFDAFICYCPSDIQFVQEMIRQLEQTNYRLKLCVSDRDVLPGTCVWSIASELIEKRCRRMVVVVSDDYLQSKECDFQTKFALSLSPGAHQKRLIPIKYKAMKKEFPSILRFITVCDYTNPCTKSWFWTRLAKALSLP
Diaphorase inh: counter-screen for diaphorase-based assays: diaphorase inhibitors and chemical oxidizers; hit rate 0.69% among 190,000; diaphorase resazurin-to-resorufin fluorescence, NADH, 16 min; bacterial (C. kluyveri) enzyme, not human; AID 1217; inhibition, % at 20 µM;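 active = primary screen inhibition at 20 µM above a set limit, cut at about 50% in these data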;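 note: plate controls were DMSO with full reaction for no effect and wells lacking NADH for full effect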
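Assay system – diaphorase enzyme from Clostridium kluyveri · Amount – diaphorase 0.14 U/mL (working solution) · Times – reaction incubation of 16 min at room temperature · Controls – No-NADH positive control and DMSO neutral control · Signal – resorufin fluorescence 544/590 nm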
STAT3 blocker: reduces IL-6 driven STAT3 reporter signal | AID 862 | hit rate 0.89% among 190,000 | inhibition, % at 5.5 µM | U3A cells, IL-6 STAT3-luciferase reporter, luminescence; host cell line lacks STAT1;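 active = inhibition above the mean inhibition across all screened compounds plus 3 SD, cut at about 44% in these data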;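 note: 0% = DMSO only wells and 100% = 100 µM nifuroxazide control wells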
STAT3 activator: STAT3 signaling activation. hit rate 0.91% among 190,000. activation (% of control), % at 5.6 µM. U3A cells, IL-6 STAT3-luciferase reporter, luminescence; 100% = signal with IL-6 EC80 alone. AID 871;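 active = activation above the screen-wide mean of compound activation plus 3 SD, cut at about 130% in these data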;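 note: 0% = background luminescence of wells with medium and substrate only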
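Assay system – human STAT1-deficient U3A cells with stable STAT3-luciferase reporter · Also added – IL-6 (33 ng/mL) · Schedule – compound 1 h, then IL-6 6 h at 37 °C · Technique – reporter luminescence signal · Evaluation – % activation versus median of IL-6-stimulated wells · Benchmarks – IL-6-only wells as 100% reference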
G6PDH counter: L. mesenteroides G6PDH inhibition counter-screen | Purified L. mesenteroides G6PDH, diaphorase/resazurin coupled fluorescence, 45 min | inhibition, % at 5 µM | hit rate 0.12% among 200,000 | AID 1020; in the data active = inhibition above about 50%
STAT1 activator: activators of IFN-gamma induced STAT1 signaling; NIH 3T3 STAT1-luciferase reporter, luminescence; 100% = IFN-gamma alone, no compound; activation (% of control), % at 5.5 µM; hit rate 2.6% among 200,000;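 active = activation above the screen-wide mean activation plus 3 SD, cut at about 130% in these data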;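 note: raw ratio to IFN-gamma control signal so 100% means no change and 0% no light; values of inactives mirror those of a sister screen read the other way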
Hsp70 activator: switches on Hsp70 transcription | HeLa Hsp70 promoter luciferase reporter, luminescence; scaled: vehicle 0, proteasome-inhibitor control 100% | activation, % at 10 µM | hit rate 0.04% among 200,000 | AID 1203;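 active = activation above the mean across all tested compounds plus 3 SD, cutoff set per campaign, cut at about 5.5% in these data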;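 note: 100% = MG132 at 30 µM as the positive control and 0% = DMSO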
APP 5UTR inh: APP translation inhibition. inhibition, % at 2 µM. SH-SY5Y APP 5'UTR-luciferase reporter, luminescence. hit rate 0.82% among 190,000;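 active = inhibition above a set limit, derived from the sample mean plus 3 SD, cut at about 45% in these data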; note: values of inactives mirror those of a sister screen read the other way
STAT1 inh: reduces IFN-gamma driven STAT1 reporter signal; NIH 3T3 STAT1-luciferase reporter, luminescence; hit rate 0.35% among 200,000; AID 920; inhibition, % at 5.5 µM;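 active = inhibition above a set limit, the mean inhibition across all tested compounds plus 3 SD, cut at about 34% in these data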;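 note: 0% = IFN-gamma with DMSO and 100% = IFN-gamma with 300 µM nifuroxazide; values of inactives mirror those of a sister screen read the other way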
Diaph act CS: diaphorase activation or chemical reduction counter-screen. Diaphorase/resazurin coupled assay, resorufin fluorescence, 16 min; stronger effect = higher value; 1 = vehicle wells, 0 = NADH-free wells. activation factor at 20 µM. hit rate 0.005% among 190,000. AID 1229;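 active = diaphorase activity raised at least twofold by the compound at 20 µM; inactive = activation factor below 2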
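Material: Purified diaphorase enzyme from Clostridium kluyveri | Buffer or medium: 50 mM HEPES pH 7.4 with 4.542 mM MgCl2, 0.005% Tween 20 | Times: 16 min enzyme reaction, ambient temperature | Signal: Red resorufin fluorescence at 544/590 nm excitation/emission | Measure: Increased resorufin signal from activators or reducing compounds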
The depositor's hits bear a star; . = no result given.

SMILES,STAT1 activator,STAT1 inh,Diaphorase inh,Diaph act CS,APP 5UTR inh,G6PDH counter,Hsp70 activator,TLR4-MyD88 BLA,STAT3 blocker,STAT3 activator
Cc1ccnc(N2CCC(C(=O)NCc3ccc4c(c3)OCO4)CC2)n1,98.2,1.9,6.5,0.9,-19.8,4.4,0.3,15.5,4.8,100.0
CC(C(=O)NCCC1=CCCCC1)c1ccc([N+](=O)[O-])cc1 (centres undefined),98.7,0.7,9.3,0.9,-8.1,3.5,-0.1,-1.9,4.9,97.9
CN1CCc2nc(SCC(=O)Nc3ccc(Cl)cc3)c(C#N)cc2C1,96.5,3.8,.,.,2.0,.,-0.1,-4.9,-4.7,106.1
CN(C(=O)c1cccnc1)c1nc(-c2ccccc2)cs1,123.0,-25.1,6.3,0.9,5.3,-0.3,-0.2,-7.6,3.5,99.2
CCOC(=O)c1sc(-c2ccc(OC)cc2)cc1N,156.7*,-62.1,16.5,0.8,-158.7,7.5,0.1,11.9,-1.6,104.9
Cc1ccc(CN2CCN(C(=O)C3CCCO3)CC2)cc1 (centres undefined),102.0,-2.2,1.3,1,-1.6,-2.6,-0.3,-1.1,5.8,98.7
CCCn1cnc2cc(NCc3cccc(OC)c3)ccc21,117.0,-18.4,21.1,0.8,-58.7,-30.9,0.0,-6.8,-6.6,107.7
O=C(CCCNC(=O)/C(=C/c1ccccc1F)NC(=O)c1ccccc1)OCc1ccccc1,110.2,-11.3,-8.9,1.1,-6.8,10.7,-0.4,-11.9,-11.2,113.0
COC(=O)c1ccsc1NC(=O)C1=COCCO1,102.7,-3.0,18.5,0.8,-8.8,3.1,0.1,-4.0,23.9,86.9
O=C(CSc1nc2ccccc2s1)N1c2ccccc2Sc2ccc(Cl)cc21,90.2,10.8,8.8,0.9,2.4,5.3,-0.5,-2.7,11.2,91.4
N#CCC(=O)N/N=C/c1ccccc1Cl,95.2,3.8,16.7,0.8,9.6,18.3,-0.1,7.9,13.3,93.0
Cc1csc(SCC(=O)NC(C)c2ccccc2)n1 (centres undefined),94.8,3.6,3.7,1,-7.9,8.9,-0.3,-17.5,-1.0,109.0
COc1ccc(/C=C2/SC(=O)NC2=O)cc1,120.7,-24.5,0.8,1,-61.7,1.8,-0.1,-13.2,-0.5,102.4
Cc1cc2n(n1)C(c1cccs1)Nc1ccccc1-2 (centres undefined),104.5,-4.9,11.6,0.9,0.0,6.9,-0.3,-0.8,1.2,100.3
Cc1ccc(S(=O)(=O)N/N=C\c2ccccc2OCc2ccccc2)cc1,104.5,-4.8,12.6,0.9,3.0,6.8,1.3,-2.6,4.9,99.8
CCOCCc1nnc(NC(=O)CN2C(=O)c3ccccc3C2=O)s1,105.0,-2.4,-5.5,1.1,5.3,6.5,-0.1,-0.2,-8.2,110.1
CCCn1c(SCC(=O)Nc2nonc2C)nnc1-c1ccoc1C,95.5,4.9,7.4,0.9,-15.3,1.6,-0.5,8.1,14.6,93.0
Cc1cc(N/N=C2\CC(C)CC(C)(C)C2)nc2ccccc12 (centres undefined),105.4,-4.0,6.2,0.9,-36.9,-3.7,-0.1,-6.4,-2.2,106.3
COc1ccc(NS(=O)(=O)c2cccc(NC(=O)NC3CCCCC3)c2)cc1,103.0,-3.4,15.0,0.8,5.7,16.8,-0.4,-11.3,1.9,96.6
Cc1nn(CC(=O)Nc2ccccc2)c(=O)c2ccccc12,108.7,-6.5,6.8,0.9,27.4,6.7,0.0,4.7,-8.8,110.0
COc1ccc(-c2[nH]c(-c3ccccc3)nc2SCC(=O)NCc2ccco2)cc1OC,97.1,3.2,12.3,0.9,-10.5,3.1,-0.4,7.1,2.7,101.8
O=C(Nc1sc2c(c1C(=O)O)CCC2)c1ccco1,95.2,5.2,19.8,0.8,5.3,-1.8,-0.2,0.0,5.9,101.4
COc1ccc(C(C(=O)NC2CCCC2)N(C(=O)c2snc(-c3ccc(F)cc3)c2N)c2ccc(OC)cc2)cc1 (centres undefined),94.3,6.3,5.3,0.9,-7.7,13.0,-0.5,-20.9,-0.5,107.0
CC(C)CCN1CCN(Cc2cnc(N3CCCC3)s2)CC1CCO (centres undefined),94.3,4.1,18.5,0.8,-20.2,0.7,0.2,-5.0,18.3,88.4
O=C1CSC(c2cccc(F)c2)N1c1ccc(O)cc1 (centres undefined),89.2,11.7,18.3,0.8,9.4,-4.7,0.4,-8.7,9.8,97.3
CS(=O)(=O)N1Cc2ccccc2CC1C(=O)OCC(=O)Nc1ccc2ccccc2c1 (centres undefined),102.5,-2.7,18.7,0.8,24.5,9.1,0.0,-5.2,-7.2,106.2
COc1cccc(C(=O)NCc2ccc3c(c2)cc(C)n3C)c1,106.9,-6.8,2.6,1,12.3,1.0,-0.1,-1.9,1.3,100.9
Cn1ncc(C#N)c1NC(=O)c1cc(-c2ccccc2Cl)on1,106.6,-7.3,-1.2,1,-16.7,3.2,0.2,-10.6,4.4,100.1
CCc1nnc(NS(=O)(=O)c2ccc(N3C(=O)C4CC=C(Cl)CC4C3=O)cc2)s1 (centres undefined),104.5,-4.9,19.7,0.8,-21.1,2.0,0.0,3.3,0.8,98.1
COc1ccc(N(CC(O)Cn2nnc3ccccc32)S(=O)(=O)c2ccc(C)cc2)cc1 (centres undefined),104.0,-4.4,14.9,0.9,1.7,7.0,-0.1,13.6,4.0,104.2
O=C(CCNS(=O)(=O)c1ccc2c(c1)CCC(=O)N2)Nc1ccc2c(c1)OCCO2,102.0,-2.2,7.9,0.9,-8.9,4.0,-0.2,-3.1,1.1,101.9
O=C(Nc1cccc(C(F)(F)F)c1)C1(c2ccccc2)CC1,102.5,-2.5,11.5,0.9,3.8,-0.3,-0.1,12.9,-9.5,106.4
CC(C)c1ccc(-n2cnn(-c3ncccc3[N+](=O)[O-])c2=O)cc1,121.7,-23.4,10.2,0.9,-140.1,4.0,-0.2,3.6,-3.9,104.7
COc1ccc(NC(=O)c2cc(-c3ccco3)on2)cc1,149.3*,-55.0,13.5,0.9,4.9,3.4,-0.2,-2.0,7.8,103.8
O=C(/C=C/c1ccccc1)NNc1ccc(Cl)cc1,97.5,1.4,-3.5,1,-26.9,4.4,-0.3,-6.1,11.0,97.1
NC(=S)N=Nc1c(O)n(Cc2ccc(F)cc2)c2ccccc12,98.5,1.7,6.0,0.9,-5.9,-10.1,-0.4,5.0,-1.8,101.1
C/C=C(/C)C(=O)O[C@@H]1c2c(ccc3ccc(=O)oc23)O[C@@H]1C(C)(C)OC(C)=O,97.3,3.0,21.6,0.8,-4.6,13.9,-0.2,0.6,-4.1,101.0
Cc1cccc(C)c1Nc1nnc(SCC(=O)Nc2sccc2C#N)s1,97.3,2.9,40.5,0.6,9.9,0.0,-0.1,-4.7,6.5,101.9
CC(C)(C)C(=O)Nc1ccc2c(c1)OCCOCCOc1cc(NC(=O)C(C)(C)C)ccc1OCCOCCO2,99.7,-1.2,7.9,0.9,2.0,10.6,1.2,0.6,6.7,95.5
Cc1ccc(C)c(NC(=O)CSc2ccc(-c3cccs3)nn2)c1,98.5,1.6,1.7,1,2.1,-11.4,-0.4,1.9,5.3,94.4

3 entries from above, ordered by SMILES length, largest number first.
SMILES,STAT1 activator,STAT1 inh,Diaphorase inh,Diaph act CS,APP 5UTR inh,G6PDH counter,Hsp70 activator,TLR4-MyD88 BLA,STAT3 blocker,STAT3 activator
NC(=S)N=Nc1c(O)n(Cc2ccc(F)cc2)c2ccccc12,98.5,1.7,6.0,0.9,-5.9,-10.1,-0.4,5.0,-1.8,101.1
COc1ccc(NC(=O)c2cc(-c3ccco3)on2)cc1,149.3*,-55.0,13.5,0.9,4.9,3.4,-0.2,-2.0,7.8,103.8
O=C(/C=C/c1ccccc1)NNc1ccc(Cl)cc1,97.5,1.4,-3.5,1,-26.9,4.4,-0.3,-6.1,11.0,97.1

Next compounds.
SMILES,STAT1 activator,STAT1 inh,Diaphorase inh,Diaph act CS,APP 5UTR inh,G6PDH counter,Hsp70 activator,TLR4-MyD88 BLA,STAT3 blocker,STAT3 activator
CC(=O)Oc1c(C)cc(Cl)cc1C(=O)Nc1ccc([N+](=O)[O-])cc1Cl,97.2,3.1,-7.0,1.1,-32.2,16.8,-0.1,-5.4,45.7*,62.9
CCCCOc1ccc(CSC(=N)N)cc1[N+](=O)[O-],98.7,1.4,3.1,1,-2.1,5.5,-0.3,3.7,1.7,103.8
COc1ccc(C2/C(=C(/O)c3ccc(C)cc3)C(=O)C(=O)N2CC2CCCO2)cc1OC (centres undefined),95.7,4.5,.,.,-9.7,18.1,-0.3,8.4,7.2,98.7
Cc1cc(C)nc(SCc2nnc(SCc3ccccc3Cl)o2)n1,96.5,3.8,8.5,0.9,-0.2,-18.8,-0.6,-8.0,6.8,98.3
O=C(NCC(=O)N(Cc1cccs1)C(C(=O)NC1CCCCC1)c1cccnc1)c1ccco1 (centres undefined),93.3,7.3,10.1,0.9,-5.3,1.6,-0.3,-3.1,3.5,98.0
COCCNC(=O)C(c1cccs1)N(Cc1cccs1)C(=O)Cn1nnc2ccccc21 (centres undefined),97.8,2.4,4.7,1,11.7,18.2,-0.5,6.7,0.8,100.2

Assay outcomes from PubChem.
